# Source: PubChem BioAssay (National Center for Advancing Translational Sciences (NCATS))
# KB-V1 MDR tox: KB-V1 MDR subline cytotoxicity. KB-V1 MDR cells viability, CellTiter-Glo, 72 h. Potency, µM (top dose mostly 46.1 µM), for the others: top-dose activity change, negative = cytotoxicity, usual class: cytotoxic. 3.4% of 400,000 active; note: potency is the fitted concentration of half-maximal effect; % is set by controls: 0 for no effect and ±100 for the full control effect; nearly all actives have a fitted effect of over 60% in size
#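 Cytotoxicity via CellTiter-Glo luminescence after 72 h compound exposure at 37 degrees C. Cells: drug-selected KB-V1 line, DMEM phenol-red free plus 10% FBS. Compounds tested at multiple concentrations; normalized data fitted to concentration-effect curves.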
# HT1080 IDH1KD tx: kills HT-1080 cells with IDH1 knockdown | HT-1080 IDH1 knockdown viability, ATP luminescence, 48 h | Potency, µM (series often up to 46.1 µM), inactives show at the highest dose activity, negative = toxicity, hits mostly cytotoxic | 2% of 360,000 active;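 note: potency is the fitted concentration of half-maximal effect; 0% = DMSO wells and -100% = cell-free medium wells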
#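 IDH1KD HT-1080 cells, 750/well, RPMI + 5% FBS; compound pinned after 2 h settling; 48 h, 37 °C; CellTiter-Glo luminescence; % activity normalised to DMSO and no-cell wells; curves fitted, classed by r2 and efficacy.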
# IL-1B inflam inh: blocks inflammasome-driven IL-1 beta release. THP-1 LPS/ATP IL-1B secretion, AlphaLISA, 16 h; active compounds read low. activity change, % at 57.5 µM. 4.7% of 360,000 active; in the data active = activity change below about -50%; inconclusive = mostly about -30% to -49%; note: % is set by controls: 0 for no effect and ±100 for the full control effect
#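 Secreted IL-1B measured by AlphaLISA bead assay after 16 h compound exposure of THP-1 cells; compounds (final up to 57.5 uM) added 1 h before LPS (250 ng/mL) and ATP (1.25 mM) stimulation; lower signal means less secretion.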
# MCF10A rerep: inducers of DNA re-replication in MCF 10A breast cells; MCF 10A DNA re-replication, Hoechst nuclear intensity, 48 h; Potency, µM (top dose mostly 46.1 µM), without a hit: at the top dose activity, positive = re-replication, hits mostly activators; 2.9% of 350,000 active; AID 624296; note: potency is the fitted concentration of half-maximal effect; % of control where 0% means no effect; nearly all actives have a fitted effect of over 50% in size
# SW480 rereplic: inducers of DNA re-replication in SW480 colon cancer cells. SW480 DNA re-replication, Hoechst DNA content imaging, 48 h. Potency, µM (doses to about 46.1 µM), inactives show at the top dose re-replication activation, usual class: activators. 1.8% of 340,000 active; note: potency is the fitted concentration of half-maximal effect; % of control where 0% means no effect; nearly all actives have a fitted effect of over 55% in size
#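 Hoechst fluorescence of nuclei (405 nm excitation, 500-530 nm emission) measured by plate-scanning imager after 48 hr compound exposure at 37 C; re-replication scored as increased number of nuclei with elevated intensity.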
# HT1080NT lethal: kills 2HG-producing HT-1080-NT fibrosarcoma cells | HT-1080-NT fibrosarcoma viability, CellTiter-Glo ATP luminescence, 48 h | Potency, µM (titrated, usually from 46.1 µM), for inactives: at the top dose activity, negative = less viability, usual class: cytotoxic | 1.6% of 360,000 active;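 note: NT is the 2HG producing partner of a matched IDH1 knockdown line; potency is the fitted concentration of half-maximal effect; 0% = DMSO-treated cells and -100% = media-only wells without cells; nearly all actives have a fitted effect of over 55% in size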
#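 HT-1080-NT; 750 cells/well; 5% FBS RPMI; 48 h compound, 37 degrees C; CellTiter-Glo luminescence; curve fitting and curve-class assignment.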
# KB-3-1 cytotox: KB-3-1 parental cell cytotoxicity | 1.4% of 400,000 active | KB-3-1 viability, CellTiter-Glo ATP luminescence, 72 h | Potency, µM (series often up to 46.1 µM), for the others: top-dose activity change, negative = cytotoxic, actives largely listed as cytotoxic; note: potency is the fitted concentration of half-maximal effect; % is set by controls: 0 for no effect and ±100 for the full control effect; nearly all actives have a fitted effect of over 60% in size
#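 Here the drug-naive KB-3-1 line serves as comparator for MDR sub-line selectivity; cells received compound titrations, 72 h at 37 °C, then CellTiter-Glo readout.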
# WRN inhibitor: inhibitors of human WRN helicase | Q14191 | AID 651768 | 0.46% of 360,000 active | Potency, µM (series often up to 114 µM), for inactives: top-dose activity change, negative = inhibition, most hits filed as inhibitors | WRN helicase unwinding, fluorescent forked duplex, kinetic; note: potency is the fitted concentration of half-maximal effect; % is set by controls: 0 for no effect and ±100 for the full control effect; nearly all actives have a fitted effect of over 55% in size
# Target sequence (Q14191 whole entry, looked up): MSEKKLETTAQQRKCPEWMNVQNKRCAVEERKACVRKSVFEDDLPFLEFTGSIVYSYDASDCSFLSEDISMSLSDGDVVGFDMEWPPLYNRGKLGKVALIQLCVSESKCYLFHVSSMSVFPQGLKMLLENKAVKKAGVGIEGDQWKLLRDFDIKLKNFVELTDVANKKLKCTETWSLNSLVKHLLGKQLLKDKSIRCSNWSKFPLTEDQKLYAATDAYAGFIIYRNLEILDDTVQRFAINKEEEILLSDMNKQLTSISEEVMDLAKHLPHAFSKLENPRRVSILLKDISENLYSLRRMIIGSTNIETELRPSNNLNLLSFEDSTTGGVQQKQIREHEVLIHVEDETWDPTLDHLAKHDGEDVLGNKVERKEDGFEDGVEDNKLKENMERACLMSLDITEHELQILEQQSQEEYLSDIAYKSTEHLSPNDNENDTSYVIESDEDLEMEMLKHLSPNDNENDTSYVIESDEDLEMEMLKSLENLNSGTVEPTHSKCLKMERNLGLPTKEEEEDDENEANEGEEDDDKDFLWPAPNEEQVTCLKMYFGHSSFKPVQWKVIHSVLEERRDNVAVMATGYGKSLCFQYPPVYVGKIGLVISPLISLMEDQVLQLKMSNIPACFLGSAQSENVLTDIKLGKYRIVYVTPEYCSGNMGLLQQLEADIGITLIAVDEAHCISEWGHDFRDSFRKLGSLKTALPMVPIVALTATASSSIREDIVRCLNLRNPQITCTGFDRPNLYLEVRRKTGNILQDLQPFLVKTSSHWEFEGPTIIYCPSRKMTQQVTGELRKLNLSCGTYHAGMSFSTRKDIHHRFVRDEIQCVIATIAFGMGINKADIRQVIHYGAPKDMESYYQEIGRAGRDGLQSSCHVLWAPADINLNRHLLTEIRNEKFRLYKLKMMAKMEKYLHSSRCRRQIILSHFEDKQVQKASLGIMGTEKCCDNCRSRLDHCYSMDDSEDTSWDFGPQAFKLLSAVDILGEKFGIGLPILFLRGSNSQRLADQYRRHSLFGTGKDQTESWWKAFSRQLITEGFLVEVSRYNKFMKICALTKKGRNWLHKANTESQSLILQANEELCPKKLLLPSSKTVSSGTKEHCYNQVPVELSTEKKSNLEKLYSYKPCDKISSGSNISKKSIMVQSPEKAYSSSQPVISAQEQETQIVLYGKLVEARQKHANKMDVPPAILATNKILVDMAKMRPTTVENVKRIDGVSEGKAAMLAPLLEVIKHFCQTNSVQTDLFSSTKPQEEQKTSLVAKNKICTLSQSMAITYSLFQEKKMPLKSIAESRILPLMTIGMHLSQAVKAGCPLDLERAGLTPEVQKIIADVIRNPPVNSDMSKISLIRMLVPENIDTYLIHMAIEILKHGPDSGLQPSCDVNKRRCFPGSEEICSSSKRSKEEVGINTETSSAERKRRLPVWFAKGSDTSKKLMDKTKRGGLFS
#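 Enzyme (20 nM final) and test compound sit together 15 min at room temperature before substrate addition. Substrate is a single-forked duplex oligonucleotide (100 nM) labelled with fluorophore and quencher, with 2 mM ATP; helicase unwinding raises red fluorescence, read kinetically.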
# ATXN2 expr inh: ATXN2 expression inhibition; AID 1745845; Potency, µM (series often up to 57 µM), inactives show at the top dose activity change, negative = inhibition, actives largely listed as inhibitors; 0.72% of 360,000 active; HEK-293 ATXN2-luciferase reporter, luminescence, 24 h; note: potency is the fitted concentration of half-maximal effect; % is set by controls: 0 for no effect and ±100 for the full control effect; nearly all actives have a fitted effect of over 55% in size
#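 ATXN2-luciferase reporter cells (luciferase flanked by upstream and downstream ATXN2 gene portions) were treated 24 h at 37 °C with compounds at up to 57 uM. SteadyGlo luminescence gave expression; GF-AFC fluorescence gave viability.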
# An asterisk follows results filed as active; i = inactive; ? = inconclusive; · = no result given; & = joins results of further samples; [ ] = remark or other dose. Unless noted, calls come from the whole dose curve; as a rule, active = well fitted curve in the direction sought with a large enough effect; inconclusive = small, poorly fitted or top-dose-only effect, or another doubt; inactive = no such curve, though single readings can be large; an effect the other way counts as inactive or inconclusive.
# Values run as follows: KB-V1 MDR tox	HT1080 IDH1KD tx	IL-1B inflam inh	MCF10A rerep	SW480 rereplic	HT1080NT lethal	KB-3-1 cytotox	WRN inhibitor	ATXN2 expr inh
> CN1CCN(CC#Cc2ccccc2)CC1CCO (stereo not given)
 : 35%	6%	15	?	?	15%	21%	?	0%
> CC1CCC2=NN(C(=O)c3ccco3)C(O)(C(F)(F)F)C2C1 (stereo not given)
 : -1%	-9%	12	-5%	-41%[inhibitor]	0%	-3%	1%	-3%
> COc1ccc(C(=O)C[n+]2ccc(-c3nnc4n3CCC4)cc2)cc1
 : -6%	1%	0	-35%[inhibitor]	-32%[inhibitor]	11%	7%	12%	-3%
> CC(C)CN1CCN(CC#Cc2ccccc2)CC1CCO (stereo not given)
 : 11%	9%	16	0.65µM*	-22%	9%	10%	4%	-3%
> N#CC1=C(N)Oc2c(ccc3ccccc23)C1c1cccs1 (stereo not given)
 : 5µM*	1.3µM*	55	?	0.56µM*	2µM*	0.89µM*	-5%	45%[activator]
> COc1ccc(C(=O)c2c[nH]c(C(=O)NCc3ccco3)c2)cc1
 : -1%	-18%	-4	-13%	-8%	-3%	-9%	-7%	12%
> COc1ccc(Nc2nc(S(=O)(=O)c3ccc(C)cc3)c(Cl)s2)cc1
 : -22%	23µM*	-91*	?	-2%	23µM*	?	-25%	?
> O=C(NCCN1CCOCC1)c1cc(-c2ccc(Cl)cc2)on1
 : 21µM*	0%	-10	-6%	3%	11%	-1%	4%	?
> Nc1nc(-c2ccco2)nn1S(=O)(=O)c1ccc(Cl)cc1
 : 1%	-4%	-8	-3%	-4%	2%	9%	-2%	-15%
> CC1Nc2ncnc(N3CCc4ccccc4C3)c2N(Cc2ccc(Br)cc2)C1=O (stereo not given)
 : ?	?	?	?	?	?	?	3%&-11%	?
> COc1ccccc1NS(=O)(=O)c1cc(C(=O)N2CCN(C/C=C/c3ccccc3)CC2)ccc1C
 : -23%	-14%	-8	0%	4%	-14%	0%	-22%	-13%
> O=C(Nc1ccc(OC(F)(F)F)cc1)c1[nH]ncc1[N+](=O)[O-]
 : -21%	-12%	-4	?	-1%	-22%	2%	12%	-4%
> CCC1CCCCN1CCCNC(=O)Cn1nc(-c2ccc(C)cc2)ccc1=O (stereo not given)
 : 19%	10%	-4	-7%	1%	7%	-3%	1%	-21%
> CC(=O)c1c(OC(=O)c2ccccc2)c2ccccc2n1C
 : 26%	0%	25	?	-1%	?	-7%	0%	6%
> COC(=O)/C(C#N)=C/c1c(Oc2cccc(C)c2C)nc2ccccn2c1=O
 : 17%	23%	24	4%	-8%	24%	11%	-28%	-23%
> CCC1=NN2C(=N)/C(=C\c3cccn3-c3ccc(Cl)cc3)C(=O)N=C2S1
 : -3%	-7%	0	?	14%	15%	?	-23%	-14%
> CCOC(=O)C1=C(CS(=O)(=O)c2ccccc2)NC(=O)NC1c1ccc(O)c(OC)c1 (stereo not given)
 : 23%	10%	9	-2%	0%	11%	6%	-1%	-9%
> Brc1ccc(Oc2nsnc2N2CCOCC2)cc1
 : -10%	-7%	-14	-184%[0.0737 µM]	-16%	-9%	4%	-5%	-4%
> O=C(NCc1cccnc1)c1cccc(S(=O)(=O)Nc2cccc(Cl)c2)c1
 : ·	-10%	3	-9%	-2%	-9%	·	-22%	-11%
> CC(C)(C)c1[nH]c2ccccc2c1/C=N/O
 : 2%	-3%	-7	-3%	0%	2%	-4%	-14%	1%
> COc1ccc(NC(=O)Nc2ccc(N3CCCC3=O)cc2)cc1OC
 : 11%	5%	-3	3%	-3%	20%	8%	-8%	7%
> CCC/C(O)=C1\C(=O)CCCC1=NCCCCCC(=O)O
 : ?	12%	40	0%	-2%[9.22 µM]	7%	-19%	4%	-13%
> COC(=O)c1cn(NC(=O)c2cc(OC)c(OC)c(OC)c2)c(=O)c2ccccc12
 : 0%	?	8	2%	-3%	?	-13%	-8%	-28%
> CCOC(=O)C1=CCN(S(C)(=O)=O)C1c1ccc(C)cc1 (stereo not given)
 : 14%	20%	-5	·	·	15%	0%	-3%	-16%
> COc1ccc(CNC(=O)c2cc(=O)c3c(C)cc(C)cc3o2)cc1
 : -1%	-3%	-4	9%	-56%[inhibitor]	10%	2%	-6%	·
> Cc1sc(NC(=S)NC(=O)c2ccco2)c(C(N)=O)c1C
 : 2%	?	-3	5%	4%	3%	4%	5%[57.1 µM]	-3%
> Nc1ccc(S(=O)(=O)Nc2nccc(/C=C/c3ccc(Br)s3)n2)cc1
 : 6%	-7%	-19	?	?	12%	8%	4%[57.1 µM]	-1%
> OCCOCCn1c(C(CO)Nc2nc(-c3cccc(Br)c3)cs2)nc2ccccc21 (stereo not given)
 : -21%	-14%	-23	?	-1%	-10%	-20%	-6%	-25%
> Cc1ccc(C)c(OCC(=O)Nc2c[nH]c(=O)[nH]c2=O)c1
 : ?	9%	29	-4%	-2%	15%	?	-1%	7%
> COc1ccccc1/C=C/C(=O)OCCCN(C)C
 : -2%	0%	27	-10%	-5%	-2%	-1%	-4%[57.1 µM]	10%[11.3 µM]
> CCc1ccc(NC(=O)Nc2cc(C(=O)O)ccc2N2CC3CC(C2)c2cccc(=O)n2C3)cc1 (stereo not given)
 : 14%	7%	2	-1%	-1%	9%	5%	-8%	6%
> Cc1ccc(C)c(S(=O)(=O)N2CCN(C(=O)Cc3ccsc3)CC2)c1
 : -29%	-8%	0	-2%	-2%	-9%	-2%	-35%	-1%
> Cc1cc(S(=O)(=O)N2CCN(c3ccc(F)cc3)CC2)c(C)s1
 : ?	-17%	2	4%	1%	-25%	-28%	-3%	?
> Cc1ccc(C(=O)N/C(=C\c2cccc([N+](=O)[O-])c2)C(=O)NC(Cc2ccccc2)C(=O)O)cc1 (stereo not given)
 : ·	-10%	8	?	17%	0%	·	-29%	4%
> Cc1ccc(CN2C(=O)[C@@H]3Cc4c([nH]c5ccccc45)C(C)(C)N3C2=O)cc1
 : ?	·	·	?	-10%	·	?	·	?
> OC[C@H]1OC(O)[C@H](O)[C@@H]1O (stereo not given in full)
 : 2%	14%	-6	-14%	-1%	?	0%	-8%	10%
> Cc1cc(Nc2ccccc2C(=O)O)n(-c2cccc(Cl)c2)n1
 : 13%	?	52	-1%	5.2µM*	-2%	-15%	-7%[11.6 µM]	·
> NC(=O)C1CCN(C(=O)CCSCc2ccccc2)CC1
 : 0%	13%	18	-13%	-13%	9%	21%	0%	-17%
> CCCC(=O)Nc1ccc(NC(=O)Cc2ccccc2)cn1
 : 1%	-1%	-11	-13%	-2%	9%	0%	2%	3%
> Nc1cccc2c3c(oc12)CCCC3
 : ?	0%	32	7%	2%	-5%	7%	0%	12%
> O=C(c1ccc([N+](=O)[O-])cc1)N1CCSC1c1ccc(Br)cc1 (stereo not given)
 : ?	1%	-6	16%	18%	-15%	-1%	2%[57.1 µM]	-37%
> CC(C)Cn1c(S(=O)(=O)O)nc2ccccc21
 : 17%	13%	39	2%	4%	7%	-4%	6%	-3%
> COc1ccc(NC(=O)CC2C(=O)N(Cc3cccs3)C(=S)N2C(C)C)cc1 (stereo not given)
 : ?	-17%	-22	-6%	-6%	-16%	2%	-2%	10%
> O=C(Cn1cnc2c(OCc3ccccc3)ncnc21)NCCCN1CCCC1=O
 : -5%	4%	23	?	-8%	2%	10%	6%	8%
> NC(=O)Nn1c(CCC(=O)O)ccc1-c1ccc(Cl)cc1
 : ?	7%	-6	-2%	3%	18%	17%	-9%	-17%
> COc1ccccc1NC(=S)N(CCc1ccc(OC)c(OC)c1)Cc1ccccn1
 : ?	19%	61	-1%	11%	-2%	-9%	-1%	7%
> CC1CCc2nn(CC(=O)NCc3ccco3)cc2C1 (stereo not given)
 : -7%	-3%	-7	7%	-2%	-2%	-20%	-13%	23%
> Cc1ccc(SCC(=O)OCC(=O)N(C)CC(=O)Nc2ccccc2Cl)cc1C
 : -3%	27%	i	15%	1%	9%	2%	-12%	1%
> Cn1cccc1-c1nc2ccc(NC(=O)c3cccs3)cc2[nH]1
 : ?	-12%	?	-3%	-1%[9.22 µM]	-9%	-6%	-23%	16%
> COc1ccc(OC)c(NC(=O)c2oc3c(c2C)C(O)CC(C)(C)C3)c1 (stereo not given)
 : -7%	0%	-4	2%	-2%	6%	3%	3%	-7%
> Cc1cc(C)nc(NC(=O)CSc2nnnn2-c2ccccc2)n1
 : 21µM*	10%	-12	1%	-2%	18%	-4%	-4%	12%
> Cc1nc2oc3c(=O)[nH]cnc3c2c2c1COC(C)(C)C2
 : -7%	4%	0	0%	3%	-2%	2%	-16%	·
> CC1(C)CSC(=NCc2ccccc2)N1C(=O)c1cccc([N+](=O)[O-])c1
 : ?	-2%	-4	13%	0%	-4%	-2%	-2%	-12%
> COC(=O)c1ccc(NC(=S)NC2c3ccccc3CC2O)cc1 (stereo not given)
 : 2%	-2%	-4	12%	-12%	-4%	-4%	1%	4%
> O=C1c2ccccc2C(=O)N1c1ccc(Br)c2cccnc12
 : 0%	0%	-1	-3%	-1%	8%	3%	6%	·
> C(=C\c1ccccc1)/CSc1nnc(-c2cccnc2)o1
 : 13%	8%	-11	-1%	-13%	6%	-4%	-11%	-1%

# Profiles, looked up by structure. Values in the order: KB-V1 MDR tox | HT1080 IDH1KD tx | IL-1B inflam inh | MCF10A rerep | SW480 rereplic | HT1080NT lethal | KB-3-1 cytotox | WRN inhibitor | ATXN2 expr inh
# Record of Cc1cc(C)nc(NC(=O)CSc2nnnn2-c2ccccc2)n1 → 21µM* | 10% | -12 | 1% | -2% | 18% | -4% | -4% | 12%
# Record of COc1ccc(OC)c(NC(=O)c2oc3c(c2C)C(O)CC(C)(C)C3)c1 (stereo not given) → -7% | 0% | -4 | 2% | -2% | 6% | 3% | 3% | -7%
